# Screens from PubChem.
# Rac1 GTP hydrolysis – MgcRacGAP GTPase-activating activity inhibitors, confirmation, biochemical, ADP Hunter fluorescence. MgcRacGAP-stimulated Rac1 GTP hydrolysis, ADP Hunter fluorescence; higher % means a stronger effect; GST-tagged Rac1 F28L mutant substrate. inhibition, % at 30 µM, or IC50 in µM where a hit was titrated. 340,000 tested, 0.6% active;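 active = first-screen hits whose inhibition reached a set limit at any dose in the follow-up dose series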;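 note: fluorescence reports GDP produced by GAP-driven GTP hydrolysis; strong numbers were not always called active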
# PhoP inhibition – inhibitors of PhoP regulon expression, primary screen, Salmonella Typhimurium, GFP reporter (AID 1863) | S. Typhimurium PhoP-regulated promoter GFP reporter, 4 h; higher % means a stronger effect | one-dose inhibition, % at 50 µM; IC50 in µM for titrated hits | 300,000 tested, 0.16% active;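 active = inhibition over 29.93%, a cutoff 3 SD above the screen mean, later confirmed by dose response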;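 note: 0% = low Mg2+ inducing control and 100% = high Mg2+ repressing control; strong numbers were not always called active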
# RSV CPE inhibition – RSV antiviral activity via CPE protection, HEp-2 cells, primary 10 µM value included (AID 2391). HEp-2 cells, RSV-induced CPE inhibition; higher % means a stronger effect. CPE inhibition, % at 10 µM, or IC50 in µM where a hit was titrated. 310,000 tested, 0.13% active; in the data active = a potency from the dose series; note: strong numbers were not always called active
# Large T inhibition – SV40 large T antigen inhibitors, biochemical (AID 1903) | 310,000 tested, 0.39% active | inhibition, % at 20 µM, or IC50 in µM where a hit was titrated | SV40 large T antigen ATPase/helicase inhibition assay; higher % means a stronger effect; in the data active = a potency from the dose series; note: strong numbers were not always called active
# GPR55 LPI antagonism – GPR55 antagonists blocking LPI-driven arrestin recruitment, primary screen, imaging, U2OS, beta-arrestin-GFP, LPI agonist (AID 2013); inhibition, % at 10 µM, or IC50 in µM where a hit was titrated; 290,000 tested, 0.13% active; U2OS GPR55 beta-arrestin-GFP translocation imaging, LPI antagonism; higher % means a stronger effect; G-protein coupled receptor 55 (Homo sapiens);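 active = spots per cell inhibited over 60%, with over 100 cells counted and total cytoplasm intensity under 500,000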;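 note: U2OS cells stably carrying GPR55 and arrestin-GFP stimulated by 5 µM LPI near EC80; imaged beta-arrestin-GFP aggregate spots per cell after agonist stimulation; plate controls were LPI-stimulated DMSO wells for no effect and DMSO wells without LPI for full effect; some results filed as inactive read as strong as hits; confirmed hits need IC50 under 10 µM and bright autofluorescent wells are also inconclusive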
# NS5 inhibitors – Dengue-2 NS5 methyltransferase inhibitors, primary screen, biochemical, confirmation dose response (AID 588689); 340,000 tested, 0.3% active; Genome polyprotein (Dengue virus type 2 (strain 16681-PDK53)); Dengue-2 NS5 methyltransferase capping enzyme assay, biochemical; higher % means a stronger effect; inhibition, % at 25 µM; hits with a dose series show IC50 in µM; in the data active = a potency from the dose series
# K1F lysis inhibition – inhibition of K1F phage lysis, E. coli UTI89, bacterial capsule biogenesis inhibitors, alamar blue (AID 488966). E. coli UTI89 K1F phage lysis, alamar blue, 2 h; higher % means a stronger effect. one-dose inhibition, % at 100 µM; IC50 in µM for titrated hits. 340,000 tested, 0.02% active;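 active = phage lysis inhibition, versus mean bacterial control, above a set limit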;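 note: capsule biogenesis inhibitors block K1F phage lysis so surviving cells raise fluorescence; higher fluorescence means more inhibition of phage lysis; actives were called in the ten point dose series up to 300 µM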
# HIV peptide binding – inhibitors of HIV fusion peptide binding, primary screen, biochemical, uHTS, fluorescence dequenching (AID 1986) | inhibition, % at 20 µM, or IC50 in µM where a hit was titrated | 290,000 tested, 0.3% active | cell-free peptide binding, fluorescence dequenching, 30 min; higher % means a stronger effect; in the data active = inhibition mostly above about 52%, no sharp cut-off; inactive = mostly below about 76%; note: some results filed as inactive read as strong as hits
# GPR35 antagonists – GPR35 antagonists blocking zaprinast-driven arrestin recruitment, primary screen, imaging, U2OS, beta-arrestin-GFP, zaprinast agonist (AID 2058); G-protein coupled receptor 35 (Homo sapiens); U2OS GPR35 beta-arrestin-GFP translocation imaging, zaprinast antagonism; higher % means a stronger effect; inhibition, % at 10 µM; hits with a dose series show IC50 in µM; 290,000 tested, 0.052% active;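 active = inhibition of at least 50% with at least 30 cells and total cytoplasm GFP at most 10,000,000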
# NS5 inhibitors pilot replicate – further read-out of NS5 inhibitors, marked with its call; inhibition, %; measured here: pilot screen replicate inhibition
# Starred values were filed as active, the others as inactive; i = inactive; nt = no result given; [ ] = remark or other dose.
SMILES,Rac1 GTP hydrolysis,PhoP inhibition,RSV CPE inhibition,Large T inhibition,GPR55 LPI antagonism,NS5 inhibitors,K1F lysis inhibition,HIV peptide binding,GPR35 antagonists,others
Cc1cc(C)n2cc(CSc3nnnn3-c3ccccc3C)nc2n1,6.3%,-5.3%,5.0%,17.2%,5.8%,-11.6%,6.4%,-0.5%,-0.9%,
Cc1cccc(OCc2nc(-c3ccccn3)n[nH]2)c1,11.9%,-4.4%,2.5%,11.2%,-4.3%,-8.3%,0.0%,-1.1%,5.4%,
Fc1ccc(C2CC(c3ccccc3)Nc3ncnn32)cc1 (centres undefined),2.3%,5.4%,1.2%,8.3%,2.0%,2.2%,6.3%,-1.6%,0.6%,
CC(NC(=O)COC(=O)c1ccc2ccccc2n1)C1CC2CCC1C2 (centres undefined),3.3%,-12.8%,0.6%,13.0%,-8.9%,-11.1%,0.0%,4.4%,10.5%,
O=C(Nc1cnn(Cc2ccc(Cl)c(Cl)c2)c1)c1nc2ncccn2n1,12.6%,8.6%,-0.7%,-2.6%,18.5%,-4.3%,0.0%,5.1%,6.8%,
O=C(Nc1cccc(S(=O)(=O)NC2=NCCC2)c1)c1cc(Cl)ccc1[N+](=O)[O-],8.8%,-5.3%,-1.3%,13.4%,nt,-2.2%,0.1%[50 µM],nt,nt,
NC(=O)C1(N2CCCCC2)CCN(C(=S)Nc2cc(F)cc(F)c2)CC1,10.0%,-10.3%,-0.4%,7.8%,6.7%,-6.3%,0.1%,-0.4%,-9.6%,
Cc1cccc(NC(=O)COC(=O)c2cccc3c2C(=O)c2ccccc2C3=O)c1C,7.7%,-1.4%,10.1%,1.2%,-6.4%,-4.5%,3.5%[50 µM],-0.2%,16.4%,
O=C(N/N=C/c1ccc(OC(=O)c2ccc3c(c2)OCO3)cc1)c1cncc(Br)c1,-0.1%,5.1%,1.8%,5.6%,6.2%,-5.2%,0.2%,1.3%,-18.0%,
O=C(Nc1ccc(N2CCOCC2)c2nonc12)C1CCCC1,10.3%,3.4%,1.5%,21.3%,-0.7%,18.4%,3.0%,7.5%,7.0%,
O=C(CSC1=NCCS1)NC(c1ccccc1)c1ccccc1,13.2%,-7.0%,0.2%,5.0%,6.7%,-21.1%,7.4%,3.2%,-3.1%,
C=CCOc1c(Br)cc(CNn2c(C)n[nH]c2=S)cc1OC,9.3%,1.1%,3.2%,10.7%,0.6%,-11.8%,0.3%,-1.0%,13.0%,NS5 inhibitors pilot replicate=-9.1
COC(=O)c1c(C(=O)OC)c(-c2cccc(C)c2)n2c1CS(=O)(=O)C2,6.4%,36.6%,2.0%,3.0%,-18.5%,-7.6%,-0.5%,1.9%,-1.4%,
CCCNS(=O)(=O)c1cc2c3c(c1)C(C)C(=O)N3CCC2 (centres undefined),14.0%,-3.2%,4.0%,1.4%,7.9%,-6.2%,0.5%,1.2%,18.5%,
Cc1ccc(S(=O)(=O)c2nc(-c3ccccc3)oc2NCCCN2CCOCC2)cc1,1.7%,-2.1%,nt,-3.1%,-2.0%,-10.9%,0.0%,-1.7%,-5.8%,
CCOC(=O)c1c(O)c2cc(Cl)ccc2n(CC)c1=O,nt,-10.0%,0.4%,8.2%,4.5%,nt,nt,-3.3%,19.9%,
CCn1ccnc1[C@@H]1C[C@H]2CN(Cc3cccc(Cl)c3)C(=O)[C@]23CCCN13,11.6%,3.7%,0.4%,-4.2%,6.0%,0.0%,-0.1%,-1.5%,4.2%,
Cc1ccc(C(=O)CN2C(=O)NC3(CCc4ccccc43)C2=O)c(C)c1 (centres undefined),8.2%,-2.2%,5.3%,24.4%,nt,-2.2%,0.6%[50 µM],nt,nt,
CNC(=S)N/N=C(\C)c1ccc(-n2ccnc2)cc1,6.0%,-7.7%,48.4%,10.5%,4.1%,-9.1%,-0.1%,-2.3%,5.5%,
COc1cc(S(=O)(=O)NCC2CCCO2)c(OC)cc1Cl (centres undefined),8.0%,1.9%,1.7%,2.0%,6.4%,-9.7%,0.7%,0.0%,-12.9%,

# Brought forward from above: 3 compounds; new compounds follow.
SMILES,Rac1 GTP hydrolysis,PhoP inhibition,RSV CPE inhibition,Large T inhibition,GPR55 LPI antagonism,NS5 inhibitors,K1F lysis inhibition,HIV peptide binding,GPR35 antagonists,others
Cc1ccc(C(=O)CN2C(=O)NC3(CCc4ccccc43)C2=O)c(C)c1 (centres undefined),8.2%,-2.2%,5.3%,24.4%,nt,-2.2%,0.6%[50 µM],nt,nt,
CNC(=S)N/N=C(\C)c1ccc(-n2ccnc2)cc1,6.0%,-7.7%,48.4%,10.5%,4.1%,-9.1%,-0.1%,-2.3%,5.5%,
COc1cc(S(=O)(=O)NCC2CCCO2)c(OC)cc1Cl (centres undefined),8.0%,1.9%,1.7%,2.0%,6.4%,-9.7%,0.7%,0.0%,-12.9%,
C=CCN(C)CCCNC(=O)/C=N/O,nt,-11.8%,nt,15.3%,10.4%,nt,nt,0.0%,16.4%,
CN(C(=O)c1ccc(NC(=O)Cc2ccccc2)cc1)c1ccccc1,-3.7%,3.6%,3.5%,-2.5%,0.7%,1.0%,-0.2%,0.9%,11.6%,
CCOc1ccc(C(CC(=O)O)NC(=O)Cc2ccc(Cl)cc2)cc1 (centres undefined),4.4%,2.0%,1.0%,1.8%,6.2%,-1.3%,1.8%[50 µM],1.4%,8.7%,
CN(C)CCN(C(=O)c1ccc2ccccc2c1)c1nc2cc3c(cc2s1)OCCO3,4.3%,-1.0%,0.7%,6.4%,3.3%,-5.8%,1.6%[50 µM],-3.2%,9.4%,
O=C(N/N=C/c1ccc(Cl)cc1Cl)Nc1ccccc1,11.7%,25.2%,1.2%,-6.6%,-0.1%,-8.2%,4.0%,0.5%,3.7%,
CC1CN(C(=O)CCN2C(=O)c3ccccc3C2=O)CC(C)O1 (centres undefined),5.2%,-6.7%,2.4%,3.3%,-7.6%,-2.7%,0.1%,0.3%,2.2%,
Cc1cc(C(C)(C)C)cc(S(=O)(=O)NCCc2ccncc2)c1C,9.1%,9.4%,-0.9%,4.4%,23.8%,-5.4%,0.2%,-0.1%,-13.5%,
CN(CCc1ccccn1)C(=O)c1cccnc1Oc1ccccc1,12.1%,-14.0%,nt,23.8%,16.4%,9.9%,i,0.9%,-8.6%,
N#Cc1ccc(/C=C\c2nccc3c2[nH]c2ccccc23)cc1,6.8%,-2.8%,3.4%,2.1%,-6.1%,-21.6%,0.2%,37.3%,24.3%,
CCCCNC(=O)c1c(CSc2ccccc2)noc1C(=O)NCc1ccccc1,8.8%,-3.4%,0.3%,26.4%,9.6%,-10.0%,0.1%,-0.6%,-12.0%,
CCOC(=O)C1=C(N)n2c(s/c(=C\c3ccncc3)c2=O)=C(C(=O)OCC)C1c1ccncc1 (centres undefined),nt,6.7%,-0.4%,2.8%,-11.3%,nt,nt,0.1%,-3.9%,
COc1ccccc1C1C=C(c2ccc(C)cc2)Nc2nnnn21 (centres undefined),6.0%,-5.4%,3.4%,13.0%,-2.1%,4.0%,-0.8%,19.1%,-26.5%,
NC(=O)C1CCN(c2ncccc2[N+](=O)[O-])CC1,2.5%,2.1%,0.7%,7.0%,11.1%,-2.2%,0.3%,0.8%,-13.4%,
O=C(COc1ncnc2ccccc12)Nc1cc([N+](=O)[O-])ccc1F,3.1%,-11.4%,-2.3%,9.4%,1.5%,1.6%,0.3%[50 µM],-2.5%,-5.3%,
CC1CCCCN1C(C(=O)O)c1ccccc1 (centres undefined),7.9%,0.9%,-1.6%,-1.3%,0.4%,0.0%,0.4%,-1.3%,3.4%,
CCCOc1ccc(NC(=O)C2CCCNC2=O)cc1 (centres undefined),5.0%,7.9%,0.3%,-3.6%,3.7%,0.0%,0.5%,-3.6%,13.3%,
C/C(=N/Nc1ccccc1[N+](=O)[O-])c1ccc([N+](=O)[O-])cc1,7.7%,-5.4%,-1.0%,7.6%,3.4%,-3.9%,0.2%,-1.5%,-6.9%,
CC(C)(C)C1CCc2onc(C(=O)Nc3cnn(Cc4ccc(F)cc4)c3)c2C1 (centres undefined),7.1%,-8.2%,-0.9%,-2.7%,9.2%,-1.4%,1.6%,-1.3%,-5.7%,
CCOC(=O)C1=C(C)C(c2ccc(OC)cc2)NC(=S)N1 (centres undefined),6.8%,7.5%,0.6%,9.4%,5.5%,-1.6%,-0.1%,-1.4%,1.5%,
O=[N+]([O-])c1cnc2nc(-c3ccncc3)nn2c1O,14.5%,4.5%,0.5%,11.9%,12.1%,0.9%,0.1%,-0.3%,0.7%,

# Fetched by compound from the list above, 2 records:
SMILES,Rac1 GTP hydrolysis,PhoP inhibition,RSV CPE inhibition,Large T inhibition,GPR55 LPI antagonism,NS5 inhibitors,K1F lysis inhibition,HIV peptide binding,GPR35 antagonists,others
CCOC(=O)C1=C(N)n2c(s/c(=C\c3ccncc3)c2=O)=C(C(=O)OCC)C1c1ccncc1 (centres undefined),nt,6.7%,-0.4%,2.8%,-11.3%,nt,nt,0.1%,-3.9%,
O=C(N/N=C/c1ccc(Cl)cc1Cl)Nc1ccccc1,11.7%,25.2%,1.2%,-6.6%,-0.1%,-8.2%,4.0%,0.5%,3.7%,

# Continued:
SMILES,Rac1 GTP hydrolysis,PhoP inhibition,RSV CPE inhibition,Large T inhibition,GPR55 LPI antagonism,NS5 inhibitors,K1F lysis inhibition,HIV peptide binding,GPR35 antagonists,others
COc1ccccc1OCCNC(=O)CN(c1cccc(C)c1)S(=O)(=O)c1ccccc1,5.6%,-2.1%,0.4%,3.2%,7.7%,-7.2%,0.1%[50 µM],-1.1%,-10.0%,
Cc1cccc(Nc2nnc(SCC(=O)Nc3ncc(C(F)(F)F)cc3Cl)s2)c1C,10.5%,-14.6%,2.6%,7.5%,-0.3%,-5.8%,0.9%[50 µM],3.4%,7.2%,
COC(=O)c1sc2nc(SCc3cccc(Cl)c3)n(N)c(=O)c2c1C,10.4%,6.7%,3.1%,-0.1%,6.6%,-6.7%,2.2%[50 µM],-0.6%,8.9%,
Cc1cccn2c(CNCCCOc3cccnc3)c(C(=O)N3CCOCC3)nc12,10.9%,-0.2%,-0.4%,-0.1%,2.6%,-4.0%,-0.1%,0.8%,15.4%,
Cc1cccc(S(=O)(=O)Nc2ccncc2)c1,9.6%,-4.9%,1.1%,5.7%,0.8%,-4.9%,0.5%,-0.9%,4.4%,
CCNc1nc(NC(C)C)nc(Oc2ccc(=O)n(C)n2)n1,4.0%,-5.0%,-0.5%,8.6%,7.0%,-5.2%,-0.1%,-1.0%,-17.0%,
C(=C\c1ccncc1)/c1ccncc1,10.7%,10.4%,0.1%,6.2%,-3.2%,-4.6%,-0.2%[50 µM],0.0%,-1.1%,
Cc1ccc(S(=O)(=O)N(C)C)cc1NC(=O)COC(=O)CCC(=O)c1ccc(F)cc1,3.0%,9.2%,1.5%,-0.6%,6.1%,-2.7%,0.1%,2.3%,-10.4%,

# Outcome played no part in choosing rows, and some 1.5% of all compounds hit somewhere here.
